# NALP3 yeast inh – NALP3 inhibition in yeast. Yeast reconstituted NLRP3/ASC/caspase-1, beta-gal luminescence, 24 h. inhibition, % at 10 µM. actives 0.39% (n = 330,000). AID 2825;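 active means inhibition of 50% or more; inactive means inhibition below 50%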;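 further: plate controls were induced DMSO wells for no effect and uninduced yeast grown without galactose for full effect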
# APJ ag – APJ receptor agonism | P35414 | CHO-K1 APJ PathHunter beta-arrestin, luminescence; 0% DMSO wells, 100% apelin | activation, % at 20 µM | actives 0.11% (n = 330,000);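 active means activation more than six SD over the plate average, tested at 20 µM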;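 further: 0% = DMSO alone and 100% = apelin-13 at 10 nM; some results filed as inactive read as strong as hits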
# Target sequence (P35414 whole entry, looked up): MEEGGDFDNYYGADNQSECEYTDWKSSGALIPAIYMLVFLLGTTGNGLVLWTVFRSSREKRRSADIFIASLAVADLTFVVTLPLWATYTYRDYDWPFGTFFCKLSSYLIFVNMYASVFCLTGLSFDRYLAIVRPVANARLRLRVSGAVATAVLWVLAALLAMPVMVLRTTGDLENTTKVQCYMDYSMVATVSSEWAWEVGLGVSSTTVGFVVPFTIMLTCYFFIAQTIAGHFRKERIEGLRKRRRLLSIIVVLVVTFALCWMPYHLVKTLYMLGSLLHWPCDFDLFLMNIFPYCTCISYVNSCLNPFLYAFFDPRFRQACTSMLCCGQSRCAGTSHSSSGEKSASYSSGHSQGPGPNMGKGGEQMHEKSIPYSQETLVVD
#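 Incubation: overnight seeding, 90 min compound at 25 °C, 1 h detection; test system: PathHunter CHO-K1 APJ (AGTRL-1) beta-arrestin reporter cells; amount: 1000 cells/well; doses: one dose, 20 µM compound, 1% DMSO; measured by: beta-gal luminescence; measure: agonist-driven arrestin binding to APJ; benchmarks: negative DMSO alone, positive Apelin-13 at 10 nM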
# Mdm2 MdmX PPI – disrupts the human Mdm2-MdmX interaction. O15151+Q00987. SaOS-2 split-luciferase Mdm2/MdmX complementation, luminescence. inhibition, % at 8 µM. actives 3% (n = 330,000);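 active means inhibition of at least 50% at 8 µM in the primary screen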
# tim23-1 inh – tim23-1 yeast growth inhibition. inhibition, % at 20 µM. S. cerevisiae tim23-1 growth, BacTiter-Glo luminescence, 24 h. actives 1.3% (n = 330,000). AID 463212;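 active means growth inhibition of the mutant yeast at or above 50%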;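 further: temperature-sensitive mutant grown at 25 °C; plate controls were DMSO-treated mutant yeast for no effect and medium wells lacking yeast for full effect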
# GRIN3A LBD mod – NR3A (human) ligand-binding domain modulation | NR3A LBD differential scanning fluorimetry, Tm shift; 0% = protein alone, 100% = glycine-bound protein | actives 2.5% (n = 340,000) | Tm shift relative to glycine control, % at 25 µM;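 active means melting temperature shift of at least 10% of the positive control shift, at one fixed dose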
# tim10-1 inh – inhibits growth of tim10-1 mutant yeast. AID 463190. actives 2.2% (n = 330,000). S. cerevisiae tim10-1 ts strain growth, BacTiter-Glo, 24 h. inhibition, % at 20 µM;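 active means inhibition of at least 40%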;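 further: mutant grown at 25 °C; 0% = DMSO wells with yeast and 100% = wells holding no yeast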
# CHOP UPR activ – apoptotic UPR (CHOP) activation | actives 0.34% (n = 330,000) | AID 449763 | activation, % at 10 µM | CHO-CHOP luciferase reporter, luminescence; percent of tunicamycin response over DMSO baseline;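 active means at 10 µM dose, activation of 40% or more, normalized to positive control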;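 further: 100% = tunicamycin at 10 µg/mL and 0% = DMSO alone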
#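 Dosing – one dose, 10 µM in 0.5% DMSO · System – CHO-CHOP cells, stable luciferase reporter of PERK-eIF2a-CHOP signalling · Input – 500 cells/well · Control set – tunicamycin 10 µg/mL final as positive, DMSO-only wells as negative · Timing – 6 h compound treatment, 37 °C · Measure – % activation vs tunicamycin · Technique – luminescence read with Steady-Glo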
# TIM10 inh – inhibits growth of TIM10 yeast strain; S. cerevisiae TIM10 strain growth, BacTiter-Glo luminescence, 24 h; inhibition, % at 10 µM; actives 1.4% (n = 330,000); AID 463195;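 active means inhibition of 40% or more at the single tested concentration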;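 further: wild-type TIM10 isogenic control strain grown at permissive 25 °C; 0% = DMSO yeast wells and 100% = minimal medium wells without yeast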
# XBP1 UPR activ – activators of adaptive arm of unfolded protein response (XBP1) | actives 0.33% (n = 330,000) | activation, % at 20 µM | CHO-XBP1 luciferase reporter, IRE1-XBP1 UPR activation, luminescence; percent of tunicamycin response, DMSO as zero | AID 463104;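 active means versus positive control, 20 µM dose yields 30% or more activation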;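 further: 100% = tunicamycin at 10 µg/mL and 0% = DMSO only wells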
#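 Test system: CHO-XBP1 luciferase reporter cells | Buffer or medium: Serum-containing F12 medium, 10% FBS | Schedule: 6 h compound exposure at 37 °C, 5% CO2 | Detection: Steady-Glo luciferase glow luminescence, 10 min after reagent addition | Read-out basis: Activation, % of tunicamycin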
# Starred values were filed as active, the others as inactive; x = no result given.
Structure	NALP3 yeast inh	APJ ag	Mdm2 MdmX PPI	tim23-1 inh	GRIN3A LBD mod	tim10-1 inh	CHOP UPR activ	TIM10 inh	XBP1 UPR activ
Cc1cc(Cl)ccc1N=c1ssnc1Cl	16	-2	17	59*	24*	52*	-1.6	40	5
Cn1cc(S(=O)(=O)N2CCc3ccccc3C2)c(=O)n(C)c1=O	9	4	9	10	0	3	-0.8	4	0
O=C1C(Cc2ccc(O)cc2)NC(=S)N1c1ccccc1 (centres undefined)	10	-4	-21	-1	-1	9	0.7	5	1
CS(=O)(=O)N(CCc1ccccc1)CC(=O)NCc1ccc(Cl)cc1	11	0	-7	6	0	24	-1.7	6	-3
Cc1ccc(S(=O)(=O)c2cc3c(=O)n4ccccc4nc3n(Cc3ccco3)c2=N)cc1C	0	-1	24	19	-7	22	2.7	32	-1
COc1ccc(OC)c(C(=O)c2ccc(C(=O)N3CCCCC3)cc2)c1	14	-2	12	23	-1	13	-0.1	-17	0
NC[C@H](Cc1ccccc1)NCCc1cc(C(F)(F)F)cc(C(F)(F)F)c1	18	-4	25	-13	-1	0	2.2	4	4
COc1ccc(N2CCC(CNC(=O)Nc3cccc(OC)c3)C2)cc1 (centres undefined)	19	-4	-20	10	-5	46*	-1.9	22	1
C=C(C)C1CC=C(C)/C(=N\NC(=O)CCC(=O)Nc2ccc(C)c(C)c2)C1 (centres undefined)	18	-3	10	-1	1	-1	2.5	10	-1
CCc1nnc(NS(=O)(=O)c2ccc(NC(=S)NC(=O)c3ccncc3)cc2)s1	15	-3	-28	11	1	-8	0.4	6	0
Cc1cnc(C(=O)NC2CC(C)(C)Cc3c2cnn3-c2cccc(F)c2)cn1 (centres undefined)	16	-3	14	27	-1	35	1.8	-2	-6
COC(OC)C1(C)C(C#N)=C(N)Oc2c1c(=O)oc1ccccc21 (centres undefined)	15	-5	2	19	0	-4	0.7	12	-4
COc1ccc(C(CNC(=O)CSc2ccc(Br)cc2)N2CCOCC2)cc1 (centres undefined)	16	7	-7	44	-2	18	0.5	19	1
Cc1occc1C(=O)N/N=C/c1c[nH]c2ccccc12	-1	2	-43	8	13*	-3	5.0	17	4
CC(=O)c1c(C)[nH]c(C(=O)OCC(=O)c2c[nH]c3ccccc23)c1C	10	0	31	6	-4	12	4.9	1	1
CCOc1ccc(S(=O)(=O)NN=C(C)c2cccnc2)cc1	12	3	-34	5	2	-4	-2.2	8	1
COc1ccc(CCNC(=O)CSc2nnc(-c3ccco3)c(-c3ccco3)n2)cc1OC	7	2	-12	10	x	-6	0.7	17	-3
CC(C)(C)C(=O)N(Cc1ccc(Cl)cc1)c1cnccn1	1	-2	8	15	-5	6	-0.2	24	-3
COc1cc(OC)cc(-c2nnc(SCC(=O)Nc3cccc(C(=O)O)c3)s2)c1	24	-3	-20	5	0	19	-1.4	5	0
Cc1cc2cc(C)c(NCCNC(=O)c3cccc(F)c3)nc2cc1C	3	-5	-15	3	-7	38	-1.0	23	1
CCC(C)C(NC(=O)c1ccccc1NC(=O)c1ccccc1)C(=O)N1CCOCC1 (centres undefined)	8	2	-8	8	-7	28	0.7	5	-3
CCC(C)NC(=O)Cn1cc(S(=O)(=O)N2CCN(c3ccccc3F)CC2)c2ccccc2c1=O (centres undefined)	12	-1	3	16	-2	7	-1.6	-7	-3
O=C(c1n[nH]c2c1CCCC2)n1ccnc1	10	4	9	3	x	1	-2.1	-7	-3
O=C(NN1C(=O)C2C3C=CC(C3)C2C1=O)c1ccccc1 (centres undefined)	6	-3	14	0	-4	6	0.1	-3	2

# In a second layout: entries from further up
# Every second line gives: NALP3 yeast inh | APJ ag | Mdm2 MdmX PPI | tim23-1 inh | GRIN3A LBD mod | tim10-1 inh | CHOP UPR activ | TIM10 inh | XBP1 UPR activ
> CC(=O)c1c(C)[nH]c(C(=O)OCC(=O)c2c[nH]c3ccccc23)c1C
  10 | 0 | 31 | 6 | -4 | 12 | 4.9 | 1 | 1
> CCOc1ccc(S(=O)(=O)NN=C(C)c2cccnc2)cc1
  12 | 3 | -34 | 5 | 2 | -4 | -2.2 | 8 | 1
> COc1ccc(CCNC(=O)CSc2nnc(-c3ccco3)c(-c3ccco3)n2)cc1OC
  7 | 2 | -12 | 10 | x | -6 | 0.7 | 17 | -3
> CC(C)(C)C(=O)N(Cc1ccc(Cl)cc1)c1cnccn1
  1 | -2 | 8 | 15 | -5 | 6 | -0.2 | 24 | -3

# (further entries)
Structure	NALP3 yeast inh	APJ ag	Mdm2 MdmX PPI	tim23-1 inh	GRIN3A LBD mod	tim10-1 inh	CHOP UPR activ	TIM10 inh	XBP1 UPR activ
O=C(NN1C(=O)C2C3c4ccccc4C(c4ccccc43)C2C1=O)c1ccc(Cl)cc1 (centres undefined)	-10	0	21	-5	-9	3	0.6	7	3
Cc1nc(-c2cccc(NC(=O)COc3ccc(Cl)cc3)c2)cs1	12	2	25	32	-2	20	1.8	-4	-2
CCN(Cc1ccccc1)C(=O)CN1C(=O)c2ccccc2S1(=O)=O	13	-4	10	10	0	6	0.7	9	-2
CCC(C)Nc1ccc(NC(C)CC)cc1 (centres undefined)	5	4	97*	80*	0	38	4.5	61*	-7
O=C(NCCc1ccccc1)C1CCN(C(=O)c2sccc2-n2cccc2)CC1	16	-1	2	6	0	-8	2.0	7	0
Cc1cnc(NC(=O)COc2ccc3c(c2)CCC3)s1	17	2	26	8	2	13	-1.8	11	-10
CN(Cc1c(C(=O)N/N=C/c2cc(F)ccc2F)nnn1-c1nonc1N)C1CCCCC1	3	-3	12	-7	-1	6	2.3	-3	-3
CC(C)[C@H](NC(=O)C1CCN(S(=O)(=O)c2ccccc2)CC1)C(=O)NCc1ccncc1	5	2	-13	-13	-1	-1	1.4	-2	-3
COCCOC(=O)c1c(C)oc2ccc(NS(=O)(=O)c3ccc(F)cc3)cc12	1	-5	-9	12	-1	17	1.6	15	-3
CC(C)CC(=O)Nc1ccccc1N1CCOCC1	-3	3	-40	15	-1	18	-0.7	1	-3
CCOC(=O)N/N=C(/C)c1ccc([N+](=O)[O-])o1	9	0	37	35	x	23	-0.8	15	-2
CCCn1ccnc1SCC(=O)Nc1c(C)n(C)n(-c2ccccc2)c1=O	2	-1	-10	8	1	3	0.1	2	2

# An excerpt of these results, with two lines to a compound.
# Fields – NALP3 yeast inh	APJ ag	Mdm2 MdmX PPI	tim23-1 inh	GRIN3A LBD mod	tim10-1 inh	CHOP UPR activ	TIM10 inh	XBP1 UPR activ
COc1cc(OC)cc(-c2nnc(SCC(=O)Nc3cccc(C(=O)O)c3)s2)c1
  24	-3	-20	5	0	19	-1.4	5	0
Cc1cc2cc(C)c(NCCNC(=O)c3cccc(F)c3)nc2cc1C
  3	-5	-15	3	-7	38	-1.0	23	1
CCC(C)C(NC(=O)c1ccccc1NC(=O)c1ccccc1)C(=O)N1CCOCC1 (centres undefined)
  8	2	-8	8	-7	28	0.7	5	-3
CCC(C)NC(=O)Cn1cc(S(=O)(=O)N2CCN(c3ccccc3F)CC2)c2ccccc2c1=O (centres undefined)
  12	-1	3	16	-2	7	-1.6	-7	-3
O=C(c1n[nH]c2c1CCCC2)n1ccnc1
  10	4	9	3	x	1	-2.1	-7	-3

# Next structures:
Structure	NALP3 yeast inh	APJ ag	Mdm2 MdmX PPI	tim23-1 inh	GRIN3A LBD mod	tim10-1 inh	CHOP UPR activ	TIM10 inh	XBP1 UPR activ
N/C(Cc1ccc(Cl)cc1Cl)=N\OC(=O)c1ccc(Br)o1	-1	5	-13	80*	-6	7	0.4	86*	-1
COc1ccc(NC(=O)Nc2ccc3c(c2)C(=O)N([C@H](C)CO)C[C@H](C)[C@@H](CN(C)S(=O)(=O)c2ccc(F)cc2)O3)cc1	-1	-3	10	-10	1	-7	-2.1	2	0
COc1cc(C2c3[nH]c4ccccc4c3C[C@H]3C(=O)N(CCO)CC(=O)N23)cc(OC)c1OC (some centres undefined)	-1	-4	-8	9	-2	-3	-1.5	11	-4
Oc1oc(-c2ccco2)nc1C=Nc1cccc(Cl)c1	18	-4	3	32	-2	22	5.7	4	1
CCOc1cc(C=O)cc(Cl)c1OCC(N)=O	28	-3	-22	27	0	8	-1.0	-1	0
CC(=O)Oc1cccc(N2C(=O)C3CC=C(Cl)CC3C2=O)c1 (centres undefined)	10	0	18	18	-3	12	0.6	-14	-2
Cc1ccc(S(=O)(=O)N2CCN(C)CC2)c(C)c1N(C)S(=O)(=O)c1ccc(Cl)cc1	24	-4	20	19	1	23	-1.7	3	-1
CC1(C)CC(=O)C(C(C#Cc2ccccc2)C2=C(O)CC(C)(C)CC2=O)=C(O)C1	12	-8	4	5	6	17	-1.1	-5	-2
COc1ccc2nc(NC(=O)C34CC5CC(CC(NC(C)=O)(C5)C3)C4)sc2c1	12	4	0	7	2	22	4.1	5	-3
N=c1occ(C(=O)c2cc(F)ccc2O)cc1C(=O)NC1CCCCC1	21	-2	17	3	-1	-11	1.2	-9	-3
CCc1sc(NC(=O)COC)nc1-c1ccccc1	35	5	8	37	4	12	-0.9	-10	2
COc1ccc(C(=O)NC23CC4CC(CC(C4)C2)C3)cc1OC	14	4	19	30	-1	15	2.4	11	0
O=C(NNC(=O)c1cccs1)c1ccco1	18	-3	-26	5	1	3	-0.8	2	1
CC(C)(C)OC(=O)C[C@H]1C/C=C\C[C@@H](CC(=O)NCCO)C(=O)NC[C@@H](c2ccccc2)OC1=O	9	-1	-16	7	-4	0	0.8	6	0
Cc1[nH]c2ccccc2c1C(=O)CSCC(=O)O	13	-2	-34	20	-3	13	-1.5	13	0
O=c1oc2ccc(C#CC3(O)CCCCC3)cc2cc1-n1cc(-c2ccccn2)nn1	4	2	1	5	1	8	-4.0	-2	-4
Cc1ccc(S(=O)(=O)N2CCCC(CCC(=O)NCc3ccccc3F)C2)s1 (centres undefined)	9	-3	-18	17	-1	-4	0.9	-5	-2
CNc1ncc(C(=O)c2ccc(Br)cc2)s1	23	-2	-100	22	-1	12	3.7	7	0
COc1ccccc1CCN1CCCC(CN(C)C(=O)c2ccco2)C1 (centres undefined)	-8	9	27	13	0	13	1.9	-5	-2
O=C(Nc1cccc(S(=O)(=O)NC2=NCCC2)c1)c1cc(Cl)ccc1[N+](=O)[O-]	12	8	16	-6	0	-10	0.8	-4	2
O=C1NC(=Nc2ccccc2)S/C1=C\c1cccnc1	13	-5	31	21	-3	16	0.8	19	4
O=C(O)c1cccc(-n2cccc2C=C2C(=O)c3ccccc3C2=O)c1	7	-5	13	10	1	17	0.7	-8	0
